# Bioassay records as filed in PubChem BioAssay.
# CAL PDZ FP-1 = CAL PDZ peptide-binding inhibitors, primary screen, biochemical, fluorescence polarization, Cer-tagged CAL PDZ, HTS | Golgi-associated PDZ and coiled-coil motif-containing protein (Homo sapiens), Q9HD26 | purified CAL PDZ, TMR-peptide fluorescence polarization, 1 h | inhibition, % at 20 µM | 0.02% of 330,000 active | AID 504414, 2011;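 active = highest replicate inhibition of at least 40%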;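 note: plate controls were DMSO neutral control wells for no effect and unlabeled competitor peptide control wells for full effect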
#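 material = purified tagged CAL PDZ domain construct (CerCALP) | buffer or medium = sodium phosphate/NaCl buffer pH 7.4 with TCEP, IgG, Thesit | reagent = TMR-labelled reporter peptide T*-PRC34 bound in PDZ groove | incubation = 1 h room-temperature incubation prior to read | measured by = fluorescence polarization (mP) | evaluation = percent inhibition from loss of millipolarization | control set = unlabelled peptide and DMSO controls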
# NSD2 HMT inh = NSD2 histone methyltransferase inhibitors, primary screen, biochemical, AlphaScreen, single concentration, set 2; inhibition, % at 12.5 µM; 0.54% of 310,000 active; NSD2 peptide methylation, 120 min; Histone-lysine N-methyltransferase NSD2 (Homo sapiens), O96028; AID 743445, 2014; in the data active = inhibition above about 50%
# Keap1 Nrf2 FP = Keap1-Nrf2 protein-protein interaction inhibitors, primary screen, biochemical, fluorescence polarization, single point. Keap1 Kelch-Nrf2 peptide fluorescence polarization, 1536-well. 0.15% of 340,000 active. inhibition, % at 9.4 µM; in the data active = inhibition above about 12%; inconclusive = no clear call, values can overlap the other calls; inactive = below about 7.3%;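 note: human Keap1 Kelch domain with fluorescein labeled Nrf2 9mer peptide probe; 0% = neutral control wells and 100% = peptide positive control; higher means more block of Keap1 binding to Nrf2 peptide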
# Target sequence (Q14145 whole entry, looked up, the tested form may be a part): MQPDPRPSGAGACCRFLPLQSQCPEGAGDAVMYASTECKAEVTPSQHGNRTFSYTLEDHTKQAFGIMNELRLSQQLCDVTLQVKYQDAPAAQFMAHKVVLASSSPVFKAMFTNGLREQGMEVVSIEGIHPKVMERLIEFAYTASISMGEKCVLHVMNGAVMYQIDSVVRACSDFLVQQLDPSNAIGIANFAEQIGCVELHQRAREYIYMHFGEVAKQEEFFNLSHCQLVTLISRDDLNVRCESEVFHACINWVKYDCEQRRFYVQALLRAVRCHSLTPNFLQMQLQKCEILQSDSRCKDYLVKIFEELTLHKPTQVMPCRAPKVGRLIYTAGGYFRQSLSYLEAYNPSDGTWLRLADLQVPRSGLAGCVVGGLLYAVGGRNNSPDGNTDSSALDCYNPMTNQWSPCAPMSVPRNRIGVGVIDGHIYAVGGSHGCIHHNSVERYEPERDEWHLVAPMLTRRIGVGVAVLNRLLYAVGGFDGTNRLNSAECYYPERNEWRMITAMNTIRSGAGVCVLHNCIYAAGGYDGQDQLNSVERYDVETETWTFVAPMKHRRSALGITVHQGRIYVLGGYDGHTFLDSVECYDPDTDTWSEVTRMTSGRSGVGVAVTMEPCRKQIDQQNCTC
# C-LANA FP = inhibitors of KSHV C-LANA binding to DNA, primary screen, biochemical, fluorescence polarization, FAM-LBS DNA, MBP-C-LANA, single point; inhibition, % at 9 µM; 0.078% of 340,000 active; Kaposi's sarcoma herpesvirus LANA C-terminal domain (residues 932-1162) DNA binding;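 active = highest replicate inhibition at or above 60% at 9 µM, even if other replicates fall short; inactive = all replicates below 60% inhibition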;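 note: 0% = neutral control wells and 100% = 4 µM acridine orange control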
# Cardiac RTF inh = cardiac RTF calcium sensitivity inhibitors, primary screen, biochemical, IANBD-TnC fluorescence, EC70 calcium; Troponin I, cardiac muscle (Homo sapiens) + Troponin T, cardiac muscle (Homo sapiens) + …; IANBD-labeled cardiac RTF, Ca2+ fluorescence; inhibition, % at 7.15 µM; 0.12% of 340,000 active; AID 493244, 2011;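 active = inhibition above the mean inhibition of all tested compounds plus 3 SD, cut at about 17% in these data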;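 note: assay run at fixed EC70 calcium of 1.6 mM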
# CAL PDZ FP-2 = untagged CAL PDZ binding inhibitors, primary screen, biochemical, fluorescence polarization, HTS; 0.92% of 300,000 active; Golgi-associated PDZ and coiled-coil motif-containing protein (Homo sapiens), Q9HD26; AID 602252, 2012; inhibition, % at 24.9 µM; purified CAL PDZ, TMR-peptide fluorescence polarization, 1 h;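 active = mean inhibition of at least 30% with at least half of replicates also reaching 30%; inconclusive = no clear call, values can overlap the other calls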;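 note: 0% = DMSO neutral control and 100% = excess unlabeled competitor peptide PRC23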
# DSG3 Ab inh = inhibitors of pemphigus antibody binding to DSG3, primary screen, biochemical, bead-based, flow cytometry, scFv-GFP; DSG3-coupled beads, scFv-anti-DSG3-GFP binding; stronger effect = lower value; binding (percent of control), % at 10 µM; 0.48% of 310,000 active;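 active = binding more than 3 SD below its plate's average and above zero; inconclusive = below that plate limit but binding exactly zero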;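 note: hits lower antibody fragment binding to DSG3; some compounds called inactive have numbers as strong as hits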
# Arr AP2 block = inhibitors of beta-arrestin/AP2 binding, primary screen, biochemical, GPCR trafficking, flow cytometry | beta-arrestin 1 C-terminal peptide binding to AP2 beta2-adaptin appendage (human) | FITC-arrestin peptide / GST-AP2 beads; AP2 beta2 appendage carries R879A mutation | inhibition, % at 10 µM | 0.31% of 340,000 active | AID 504490, 2011;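 active = inhibition above a set limit, near 3 SD of compounds lacking own fluorescence, cut at about 54% in these data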;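 note: plate controls were DMSO wells for no effect and 5 µM unlabelled arrestin peptide for full effect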
#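 System: GST-AP2 R879A glutathione beads. Medium: PBS with 0.05% Tween 20 and 0.1% BSA. Also added: FITC-arrestin peptide, 50 nM. Incubation: 12 min plus 1 h, RT. Measured by: high-throughput flow cytometry of beads, ex 488, em 535 nm. Evaluation: percent drop in bead-associated FITC signal.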
# DAGLB inhibitor = DAGLB lipase inhibitors, primary screen, biochemical, fluorescence, HTS; Diacylglycerol lipase-beta (Homo sapiens), Q8NCG7; HEK293T DAGLB membrane lysate, EnzChek fluorogenic substrate; inhibition, % at 5.17 µM; 0.059% of 340,000 active; AID 504411, 2011; in the data active = inhibition above about 34%;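 note: 0% = enzyme with vehicle and 100% = wells lacking enzyme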
# V-ATPase pH = regulators of yeast V-ATPase proton pumping, primary screen, pHLuorin cytosolic pH fluorescence | S. cerevisiae | 0.37% of 350,000 active | AID 504577, 2011 | response, % at 10 µM; in the data active = response mostly above about 7.3%, no sharp cut-off; inactive = mostly below about 5.4%; note: actives read high; inactives centre near 0; some compounds called inactive have numbers as strong as hits
# Starred values were filed as active, the others as inactive; ? = inconclusive; . = no result given; & = joins results of further samples. A portion of the library (hit frequency here may not be typical).
canonical_smiles	Cardiac RTF inh	Arr AP2 block	C-LANA FP	V-ATPase pH	Keap1 Nrf2 FP	CAL PDZ FP-2	CAL PDZ FP-1	DAGLB inhibitor	DSG3 Ab inh	NSD2 HMT inh
O=C(NCC1COCCO1)c1ccc(OC2CCN(CCc3ccccc3)CC2)cc1 (configuration not stated)	1	4	-0.9	-1	0	-3	-2.3	1	95	2
O=C(COC(=O)c1cc(=O)[nH]c2ccccc12)c1ccccc1	-4	13	-1.3	5	-4	0	16	-3	114	0
COc1cc(-c2n[nH]c(=S)n2Cc2ccccc2)cc(OC)c1OC	-8	-14	0.7	0	5	-8	-0.5	1	239	3
CCCC(C)NC(=O)C1c2ccccc2Oc2ccccc21 (configuration not stated)	-2	-1	-1.3	2	8	8	-2.7	-5	111	-2
CC(Sc1ccccn1)C(=O)Nc1ccc(S(N)(=O)=O)cc1 (configuration not stated)	-3	0	-0.4	-2	0	.	0.7	-3	102	47
O=C(Nc1ccccc1F)N1CCCC1c1cccnc1 (configuration not stated)	5	-24	-1.1	-1	-1	-3	-0.1	-2	114	-6
COc1ccccc1N1CCN(S(=O)(=O)c2cccc(F)c2)CC1	-3	2	-0.3	2	-4	-3	-1.9	-2	99	-2
N#C/C(=C(/O)c1ccc(Br)s1)c1nc2ccccc2[nH]1	-6	-4	0.9	-1	2	.	-0.2	2	99	.
CC(C)CN(C(=O)COc1ccccc1C(=O)NCc1ccccc1)C1CCS(=O)(=O)C1 (configuration not stated)	.	.	.	2	.	.	.	1	98	-1
O=C(CSc1nc(-c2ccco2)cc(C(F)(F)F)n1)Nc1cccnc1	-21	-1	0.5	0	-2	-5	-0.2	-2	100	5
COC(=O)[C@H]1C[C@H]2[C@@H]3CC[C@H]4C[C@@H](OC)CC[C@]4(C)[C@H]3CC[C@]2(C)[C@@]2(CCCO2)O1	-10	4	-1.4	2	-3	-4	0.2	-1	87	.
Cc1c(NC(=O)C2CC(c3ccc(F)cc3)=NO2)c(=O)n(-c2ccccc2)n1C (configuration not stated)	-5	4	-0.3	0	-4	.	-0.5	2	102	.
COc1cccc(-c2nc(Oc3cccc(C)c3C)c3ccccc3n2)c1O	-6	9	-0.6	1	-6	-5	-0.1	1	.	-2
Cn1c(N)c(C(=O)Nc2ccc(-c3ccccc3)cc2)sc1=S	-6	11	3.3	2	-6	.	-2.7	-10	110	5
COc1ccc(-c2csc(NC(=S)NC(=O)c3cccs3)n2)cc1Br	.	4	.	3	.	.	.	.	108	2
OCC(Cc1ccccc1)NCc1ccccc1C(F)(F)F (configuration not stated)	-4	2	0.2	7	-1	-4	-1.2	-4	.	-2
COc1ccc(C2C(C(=O)NC(C)C)c3ccccc3C(=O)N2C)cc1OC (configuration not stated)	-8	-9	-0.2	-1	-3	-4	.	0	103	2
COc1cc(/C=C/C(=O)OCC(=O)N2CCCC2)ccc1OCC#N	3	-6	-2.5	5	-2	-5	0.9	-2	.	-3
NC(=O)SCC(=O)Nc1ccccc1C(=O)O	-4	-14	-0.1	2	-5	8	-0.6	-6	106	2
CC(O)[C@H]1CN=C(N)N1CCCCC1CCCCC1 (some centres not stated)	1	.	-0.1	-1	2	-4	-1.2	0	98	.
CCOC(=O)C1CCN(C(=O)CSc2cc(=O)n(CC)c3ccccc23)CC1	1	9	1.1	-1	-3	0	-2.0	-3	122	-1
Cc1cc(C(=O)OCC(=O)NC2CCC(C)CC2)c(C)o1 (configuration not stated)	-3	-7	-1.0	1	-2	-2	-1.8	-3	105	.
COc1ccc2c(CC(=O)OCC(=O)NC(=O)c3cccn3C)coc2c1	-3	17	1.6	-1	-6	.	-1.1	1	97	-1
Oc1ccc(Nc2nc(-c3cccs3)cs2)cc1	-5	2	0.3	2	2	-10	0.2	-1	92	32
O=C(c1ccc(CNc2c(N3CCCC3)c(=O)c2=O)cc1)N1CC=C(c2ccccc2)CC1	2	9	-1.4	2	-3	2	-1.1	-1	86	1
O=C1NC(=Nc2cccnc2)S/C1=C\c1cccc(F)c1	-9	10	0.4	0	0	2	1.1	2	92	0
Clc1ccc(-c2ccc(CNCC3CCCO3)o2)cc1 (configuration not stated)	-1	9	-0.8	-2	0	-2	-4.8	-4	.	2
Cc1ccc(NC(=O)CSc2n[nH]c(-c3ccncc3)n2)c(C)c1	-1	5	-0.1	-2	-1	-5	-1.3	-2	102	-3
COc1ccc(N2CCN(S(=O)(=O)/C=C/c3ccccc3)CC2)cc1	-13	14	-4.9	2	-1	0	-1.2	0	.	.
Cc1ccc(-c2nc3c(c(SCC(=O)N4CCOCC4)n2)Cc2c(CO)cnc(C)c2O3)cc1	4	-1	-0.2	2	-3	-6	-3.3	2	99	17

canonical_smiles	Cardiac RTF inh	Arr AP2 block	C-LANA FP	V-ATPase pH	Keap1 Nrf2 FP	CAL PDZ FP-2	CAL PDZ FP-1	DAGLB inhibitor	DSG3 Ab inh	NSD2 HMT inh
c1ccc2c(c1)nc(NCc1ccc3c(c1)OCO3)n2CCN1CCOCC1	4	14	1.3	0	0	-1	-1.9	-1	96	0
CC(=O)Oc1ccccc1/C=C/c1ccc2ccccc2[n+]1C	4	25	7.2	-1	2	0	0.0	-1	98	24
COCCSc1nnc(NC(=O)C2CC(=O)N(c3ccc(OC)cc3)C2)s1 (configuration not stated)	1	7	1.7	-3	-4	-6	-2.1	0	117	-4
CC(C)Oc1ccc(C(=O)N2CCCc3ccccc32)cc1	1	-4	-2.2	-2	0	-1	1.2	-9	105	-9
O=C(Nc1nnc(SCc2ccc(F)cc2)s1)c1ccc2ncsc2c1	-3	-8	-0.1	-1	-5	3	0.1	7	105	-2
C=CCNC(=O)C(=O)N/N=C/c1cccc(Br)c1	-3	6	-0.2	-1	-2	-5	-0.9	0	101	1
Cc1ccc(SCC(=O)NNC(=O)CNC(=O)c2ccccc2F)cc1	4	33	2.5	0	-1	0	0.4	0	138	1
NC(=O)C1CC(=O)N(c2ccc(OCC(=O)Nc3ccc(Cl)cc3)cc2)C1 (configuration not stated)	-1	8	1.5	-2	1	1	-2.8	1	107	-1
CCC(C)NS(=O)(=O)c1ccc(NC(=O)CNCc2cccs2)cc1 (configuration not stated)	-6	-1	-0.8	0	-3	6	0.7	-2	147	0
Cc1ccc(S(=O)(=O)N(C)C)cc1NC(=O)CCc1ccccc1	-5	-1	0.0	-1	4	2	-0.4	1	114	-2
COc1ccc(/C=N/N2C(=O)CSC2=S)cc1	2	25	-3.2	1	0	-1	-0.7	-2	106	-10
COc1cc(O)c2c(=O)c3c(O[C@H]4O[C@@H](CO)[C@H](O)[C@@H](O)[C@@H]4O)ccc(O)c3oc2c1	6	4	-2.4	2	-5	-2	-0.7	0	100	.
N/C(COc1ccc(F)cc1)=N\NC(=O)c1cccnc1Oc1ccccc1	-2	-6	0.4	-1	-1	1	-3.2	-2	104	-3
COc1cc2c(cc1OC)CN(Cc1cc(=O)oc3c(C)c(C)ccc13)CC2	-5	-19	1.5	1	-12	6	-3.3	0	123	10
CCCCn1c(N)c(N(CC)C(=O)c2cc3c(s2)CCCCC3)c(=O)[nH]c1=O	-8	-15	0.9	-1	-1	.	-0.6	0	93	14
COc1ccc(OC)c(C2=C[N+](=O)C(C)(C)C(C)(C)N2[O-])c1	-5	18	-0.7	-5	-7	-3	-0.1	-1	112	0
C/C(N)=C(/C#N)C(=O)CSc1nnc(SCc2ccc(Cl)cc2)s1	-7&-5	-3&19	1.0&-0.1	12&-6	-3&0	-1&-1	-1.3&-2.3	-3&0	92&71	-3&-1
N#C/C(=C\c1ccc(O)cc1)c1nc2ccccc2o1	-2	8	-3.3	-2	?	-16	-2.7	-15	89	.
CC1(CC(=O)NNC(=O)Nc2ccccc2)OCCCO1	6	29	2.0	3	0	1	0.1	-4	99	3
COC(=O)Cc1n[nH]c(=O)c2ccccc12	-12	1	-1.1	2	-2	-2	-1.9	-4	88	0
Cc1ccc(OCCn2c(Br)nc3c2c(=O)n(C)c(=O)n3C)cc1	1	-9	-2.0	2	-1	-2	-2.1	1	106	-2
Cc1[nH]nc(SCC(=O)N(C)c2ccccc2)c1[N+](=O)[O-]	-8	-2	-1.3	-1	0	-4	0.9	-2	104	-1
O=C1CNC(=S)N1C1CCCCCC1	-8	23	1.1	2	3	-2	-2.6	-1	94	8
CCCOc1cccc(/C=N/NC(=O)c2csc(C)c2C)c1	-18	-4	-0.9	4	-1	-2	-2.2	-10	95	-4
O=C1Nc2ccccc2N(O)N1c1ccc(S(=O)(=O)N2CCOCC2)cc1	-5	1	1.7	0	2	-1	-0.3	1	.	-1
CC(=O)OC(C(=O)NC1CCCCC1)c1ccc(C#N)cc1 (configuration not stated)	-4	21	0.8	-1	-1	-1	-1.2	1	100	-4
Cc1ccc2nc(N3CCN(c4cccc(C)c4C)CC3)c3nnnn3c2c1	-2	-7	-0.9	1	-3	-4	0.2	-3	99	.
O=C(NNC(=S)NCc1ccccc1)c1ccccc1OC(F)F	-3	-3	0.2	2	-1	-2	-0.6	2	.	0
CCOc1ccc(-n2nnc3c(=O)n(C/C=C/c4ccccc4)cnc32)cc1	-3	5	1.7	3	0	-5	-0.1	-6	97	.
O=C(O)CCn1c(=O)sc2ccccc21	-7	6	-0.7	5	-3	-2	-0.9	2	.	-2
COc1cc(NC(=O)c2ccc(Cl)cc2)c(OC)cc1Cl	-1	2	-1.1	-1	-2	.	-2.0	-6	100	-1
C[C@H](NC(N)=O)C(=O)OCC(=O)Nc1ccc(OC(F)F)cc1	-1	-1	-0.3	-3	-4	.	0.1	-7	92	-2
